High-throughput results deposited in PubChem by National Center for Advancing Translational Sciences (NCATS).
Rhodamine fluor: compound autofluorescence in rhodamine spectral region; max dye-equivalent concentration, M; Rhodamine-region fluorescence, 547/598 nm, Tris buffer; hits give high values; AID 594; hit rate 0.05% among 59,000; in the data active means max dye-equivalent concentration above about 11 nM; inconclusive means between about 1.1 nM and that limit
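Read-out is relative fluorescence at 547 nm excitation and 598 nm emission, expressed as dye-equivalent concentration using rhodamine standards on every plate. Each compound was profiled across a concentration series after 15 min in 100 mM Tris, pH 8.0.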
DNA Pol III inh: inhibitors of bacterial DNA polymerase III holoenzyme. reconstituted DNA polymerase III holoenzyme replication, biochemical. Potency, µM (series often up to 57.1 µM), without a hit: at the top dose activity change, negative = inhibition. hit rate 0.25% among 71,000; further: potency means the concentration at half of the fitted maximal effect; on the % scale 0 is the no-effect control and ±100 the full control effect
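Reconstituted *E. coli* holoenzyme (0.35 nM Pol III, 1 nM beta, 154 nM SSB, 2 nM primase) was preincubated with compound for 15 min at RT. Synthesis on 1.4 nM ssM13Gori ran 35 min, then was stopped with PicoGreen/EDTA and read as dsDNA fluorescence.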
Tau filament bind: tau filament binding | P10636 | recombinant tau filaments, thioflavin S fluorescence, 15 h; filaments grown with octadecylsulfate alongside compound | Potency, µM (top dose mostly 57.1 µM), without a hit: top-dose activity change, negative = inhibition | hit rate 2% among 71,000;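 further: potency means the concentration at half of the fitted maximal effect; on the % scale 0 is the no-effect control and ±100 the full control effect; actives lower thioflavin S fluorescence by blocking filaments or displacing dye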
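Quantitative HTS: thioflavine S signal from ODS-induced tau filaments, excited at 450 nm, emission 510 nm. Conditions: 1 uM tau, 30 uM ODS, 15 h at 37 C, pH 7.4.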
Luciferase inh: firefly luciferase inhibition; P08659; purified firefly luciferase, luminescence, 8 min; Potency, µM (top dose mostly 57.1 µM), inactives show top-dose activity change, negative = inhibition, actives largely listed as inhibitors; hit rate 2.2% among 72,000; AID 411; further: potency means the concentration at half of the fitted maximal effect; on the % scale 0 is the no-effect control and ±100 the full control effect; nearly all actives have a fitted effect of over 40% in size
Target sequence (P08659 whole entry, looked up): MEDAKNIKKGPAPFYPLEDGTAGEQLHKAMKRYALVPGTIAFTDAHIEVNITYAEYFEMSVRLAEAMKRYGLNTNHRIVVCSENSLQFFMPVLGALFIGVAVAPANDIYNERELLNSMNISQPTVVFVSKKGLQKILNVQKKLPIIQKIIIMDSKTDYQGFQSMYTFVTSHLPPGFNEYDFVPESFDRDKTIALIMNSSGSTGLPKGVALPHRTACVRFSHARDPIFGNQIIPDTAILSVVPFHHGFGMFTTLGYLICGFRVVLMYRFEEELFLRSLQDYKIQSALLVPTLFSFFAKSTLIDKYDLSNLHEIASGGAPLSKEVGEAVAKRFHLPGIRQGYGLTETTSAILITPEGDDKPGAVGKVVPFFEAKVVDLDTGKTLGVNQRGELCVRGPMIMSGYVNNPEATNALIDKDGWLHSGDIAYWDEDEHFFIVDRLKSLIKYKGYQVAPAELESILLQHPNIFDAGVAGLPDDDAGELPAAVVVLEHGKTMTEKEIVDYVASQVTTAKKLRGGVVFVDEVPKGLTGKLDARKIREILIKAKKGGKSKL
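Titration-based qHTS; buffer 50 mM imidazole pH 7.2, 50 mM KCl, 7 mM MgCl2, 10 uM ATP, 0.01% Tween 20, 0.05% BSA; luciferase/luciferin detector mix added after compound; 8 min, ambient; luminescence.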
HADH2 inhib: HADH2 (human) dehydrogenase inhibition | hit rate 3.4% among 73,000 | recombinant HADH2, NADH fluorescence, beta-hydroxybutyryl-CoA | Q99714 | Potency, µM (top dose mostly 57.1 µM), without a hit: at the highest dose activity change, negative = inhibition, usual class: inhibitors; further: potency means the concentration at half of the fitted maximal effect; on the % scale 0 is the no-effect control and ±100 the full control effect; nearly all actives have a fitted effect of over 60% in size; many of its hits are not listed in these tables
Target sequence (Q99714 whole entry, looked up, one chain of several): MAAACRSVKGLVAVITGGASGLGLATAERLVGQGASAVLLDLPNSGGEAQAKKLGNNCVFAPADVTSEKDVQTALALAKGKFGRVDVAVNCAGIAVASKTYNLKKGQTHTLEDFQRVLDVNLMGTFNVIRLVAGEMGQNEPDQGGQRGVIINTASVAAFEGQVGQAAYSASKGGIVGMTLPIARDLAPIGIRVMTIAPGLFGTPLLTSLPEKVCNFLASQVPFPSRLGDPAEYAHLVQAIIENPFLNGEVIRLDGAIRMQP
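Read-out: 360 nm excitation, 450 nm emission, kinetic over 4 min. Conditions: His-tagged human HADH2 20 nM, pH 9.0 Tris with Tween-20, 1 mM NAD+, 90 uM beta-hydroxybutyryl-CoA.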
Hsp90 Hop PPI: changes Hsp90-Hop TPR2A binding signal, up or down. AlphaScreen TPR2A-His6 binding biotin-Hsp90 C-terminal peptide. Potency, µM (top dose mostly 57 µM), without a hit: at the highest dose activity change, negative = inhibition. hit rate 0.44% among 71,000; active means well fitted curve in either direction with a large enough effect; inconclusive means small, poorly fitted or top-dose-only effect, or another doubt; further: potency means the concentration at half of the fitted maximal effect; on the % scale 0 is the no-effect control and ±100 the full control effect; many of its hits are not listed in these tables
ERK AVP block: blocks ERK signaling stimulated by vasopressin | HEK293-V1b, vasopressin-stimulated pERK AlphaScreen | Potency, µM (series often up to 57.5 µM), inactives show at the highest dose activity, negative = inhibition, most hits filed as inhibitors | AID 995 | hit rate 0.99% among 72,000; further: potency means the concentration at half of the fitted maximal effect; on the % scale 0 is the no-effect control and ±100 the full control effect; nearly all actives have a fitted effect of over 55% in size
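Phosphorylated ERK1/2 detected via AlphaScreen bead proximity in lysates of V1b-expressing HEK293 cells given 25 nM vasopressin for 5 min after 30 min compound exposure (37 °C). AC50 from Hill equation; basal DMSO 0%, vasopressin 100%.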
HBB splice mod: hemoglobin beta splicing modulation; HBB splicing reporter cell assay, activation; EGFP reporter with mutant IVS2-654 intron; response scale: normalised to 500 nM splice-correcting PNA; Potency, µM (top dose mostly 46.1 µM), without a hit: top-dose activation, most hits filed as activators; hit rate 0.06% among 65,000; AID 925; further: potency means the concentration at half of the fitted maximal effect; 0% is about no effect
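HeLa cells stably expressing EGFP interrupted by mutant beta-globin intron 2 (IVS2-654), 500/well in 2% FCS. Treated with compound for 2 days at 37C. Splicing correction scored as total well GFP intensity (488 nm excitation, 500-520 nm emission); 500 nM antisense PNA served as control.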
CRE-bla Fsk: alters forskolin-stimulated CRE reporter signaling in CHO cells; CHO CRE-bla reporter (cAMP response element driving beta-lactamase), forskolin EC10, beta-lactamase ratio; Potency, µM (series often up to 38.2 µM), inactives show at the highest dose activity change, negative = inhibition, actives largely listed as activators; hit rate 2.5% among 71,000; active means well fitted activation curve with a large enough effect in the signal ratio, with a control signal flat, not every such curve was filed as active; inconclusive means small, poorly fitted or top-dose-only effect, or effect the other way, or a change in a side signal; the % refers to the signal ratio; further: potency means the concentration at half of the fitted maximal effect; % of control where 0% means no effect
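The 460nm/530nm emission ratio after CCF4 loading defined %Activity, from which AC50 values were obtained. CRE-bla CHO cells received compound dilution series together with an EC10 level of NKH 477 for 3 hours at 37 degrees Celsius.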
Texas Red fluor: compounds fluorescent in Texas Red spectral region. max dye-equivalent concentration, M. AID 587. hit rate 0.06% among 59,000. Compound fluorescence, Texas Red channel, 547/618 nm; hits give high values; in the data active means max dye-equivalent concentration above about 10 nM; inconclusive means between about 1.1 nM and that limit
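Spectral interference profiling: each compound concentration's relative fluorescence, read with a 547 nm excitation and 618 nm emission filter pair, was normalized to a per-plate Texas Red standard curve.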
15-hLO inh: blocks human 15-lipoxygenase activity; P16050; purified 15hLO-1, xylenol orange hydroperoxide absorbance; Potency, µM (doses to about 57.1 µM), without a hit: at the top dose activity change, negative = inhibition, hits mostly inhibitors; hit rate 1.4% among 74,000; further: potency means the concentration at half of the fitted maximal effect; on the % scale 0 is the no-effect control and ±100 the full control effect; nearly all actives have a fitted effect of over 55% in size
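40 nM 15hLO-1 + cpd, 15 min RT; start w/ 50 uM AA (final), 6 min RT; stop/detect w/ 200 uM XO + 300 uM Fe(II) in 50 mM H2SO4, 30 min; A573/A405. Buffer 25 mM Hepes pH 7.5, 0.01% Triton X-100. No-enzyme wells as negative control.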
* marks the source's active call; other numbers are inactive results; i = inactive; ? = inconclusive; nt = not tested or not shown; & = joins results of further samples; [ ] = dose if it differs, or a comment. Unless noted, the call rests on the fitted dose curve; in most records, active means well fitted curve in the direction sought with a large enough effect; inconclusive means small, poorly fitted or top-dose-only effect, or another doubt; inactive means no such curve, though single readings can be large; an effect the other way counts as inactive or inconclusive.

SMILES,Rhodamine fluor,DNA Pol III inh,Tau filament bind,Luciferase inh,HADH2 inhib,Hsp90 Hop PPI,ERK AVP block,HBB splice mod,CRE-bla Fsk,Texas Red fluor,15-hLO inh
COc1ccc(C(=O)NCC(c2ccc(F)cc2)N2CCOCC2)cc1S(=O)(=O)N1CCCC1 (stereo not given),i,-20%,-2%,0%,15%,-2%,27%,-5.6%,-19%,i,-3%
Cc1ccc(C(=O)Nc2cccc(C(=O)NCc3ccccc3)c2)o1,i,2%,1%,1%,9%,-2%,?,5.4%,-13%,i,1%
CC1Cc2ccccc2N1C(=O)Cn1cnc2ccccc2c1=O (stereo not given),i,-10%,-4%,-1%,15%,-4%,5%,-1.8%,-6%,?,-3%
COCCn1c(C)cc(C(=O)COC(=O)c2ccc(N3CCCC3=O)cc2)c1C,i,16%,10%,-9%,11%,-3%,12%,0.1%[57.5 µM],-10%,i,5%
COc1ccccc1-c1cc(C(=O)Nc2cc(C)nn2-c2ccccc2)no1,i,-22%,142%,0%,40%[activator],1%,5%,0.0%,-2%,?,-11%
Cc1cc(=O)oc2cc3c(cc12)OCCO3,i,-7%,9%,4%,91%[activator],-2%,-7%,-1.1%,14%,?,1%
CCN(CC)CCOC(=O)c1cccc(Br)c1,i,-2%,3%,-1%,16%,4%,-2%,nt,-5%,i,8%
CCOC(=O)c1c(C)c(C(=O)N2CCN(c3cccc(Cl)c3)CC2)c(C)n1C,i,1%,-9%,2%,14%,-2%,?,-0.9%,-5%,i,-20%
O=C(CC12CC3CC(CC(C3)C1)C2)NCC(=O)N1CCCC1,i,-4%,7%,1%,17%,-1%,10%,-0.2%,1%,i,11%
CCOC(=O)c1sc2nc(N3CCOCC3)c3c(c2c1N)CC(C)(C)N(C)C3,nt,-6%,13µM*,1%,26%,-5%,0%,-2.0%,11%,nt,-10%
c1ccc(COc2ccc(OCCOCCn3cncn3)cc2)cc1,i,-3%,-3%,16µM*,3%,-3%,-7%,-0.6%,-1%,i,11%
COc1ccccc1CNC(=O)[C@@H]1CCCN1C(=O)C1CCN(S(=O)(=O)c2ccc(C)cc2)CC1,i,2%,0%,3%,13%,-5%,0%,-2.0%[57.5 µM],0%,i,-3%
C=CCn1c(Cc2cccs2)nnc1SCC(=O)Nc1cc(OC)cc(OC)c1,i,-9%,-15%,2%,-5%,-3%,5%,3.4%,-10%,i,-2%
O=C1C(Cl)=C(NCC2CCCO2)C(=O)N1Cc1ccccc1 (stereo not given),i,1%,-11%,2%,-7%,13%,-3%,nt,-1%,?,-4%
COc1ccc2c(c1)Cc1cc(N=[N+]([O-])c3ccc4c(c3)Cc3cc(OC)ccc3-4)ccc1-2,i,-2%[11.4 µM],3.2µM*,-3%[11.4 µM],?,-12%[11 µM],2%[11.5 µM],2.3%[9.22 µM],3%[7.6 µM],i,4µM*
Cc1ccc(Cl)cc1N1CCN(C(=O)C2CCN(S(=O)(=O)c3cnc[nH]3)CC2)CC1,i,1%,9%,1%,3%,-6%,-5%,-0.8%,0%,i,0%
Nc1nonc1-c1nc2ccccc2n1Cc1ccccc1,i,3%,54%,1%,-4%,3%,32%[activator],4.0%,?,i,-23%
Cc1ccc(Cn2nnc3c(=O)[nH]c(C4CCN(S(=O)(=O)c5cc(C)ccc5C)CC4)nc32)cc1,i,-6%,356%,3%,-16%,-13%,?,-1.5%,11%,i,-25%
CC(C)(C)NC(=O)C(c1ccco1)N(C(=O)Cn1nnc(-c2ccc(F)cc2)n1)c1ccccc1 (stereo not given),i,2%,-8%,-1%,0%,-3%,-14%,nt,-3%,i,2%
COCCNC(=O)c1ccc(C(=O)NCCOC)s1,i,-6%,-12%,3%,17%,-4%,-12%,9.9%,1%,i,3%
COc1cc(OC)c(C2=NOC(C(=O)Nc3cc(C)nn3-c3ccccc3)C2)cc1Cl (stereo not given),i,1%,21%,-1%,4%,-4%,?,-0.3%,?,?,3%
O=C(Cc1cccs1)N1CCCC(c2nc3c(nnn3Cc3cccc(Cl)c3)c(=O)[nH]2)C1 (stereo not given),i,-6%,46%,2%,8%,-9%,10%,nt,?,i,-11%
COC(=O)c1[nH]c2ccc(Cl)cc2c1NC(=O)CCN1CCOCC1,i,-3%,-8%,1%,?,4%,-14%,-0.1%[57.5 µM],-3%,?,2%
CCOC(=O)c1c(NC(=O)CSc2nnnn2C)sc(CC)c1C,i,-1%,14%,2%,9%,0%,8%,-0.4%[57.5 µM],?,i,-7%
Cc1c2ccccc2c(CSC(=N)N)c2ccccc12,i,-15%[11.4 µM],-8%[11.4 µM],4%[11.4 µM],?,14%[11 µM],-15%[11.5 µM],0.8%[9.22 µM],?,i,0%[11.4 µM]
CCC(C)(C)NC(=O)CN(Cc1ccc2c(c1)OCO2)C(=O)CCC(=O)Nc1ccccn1,i,-5%,-13%,3%,1%,-2%,-1%,nt,-6%,i,20%
O=C1c2ccccc2C(Nc2ccc3c(c2)OCO3)N1Cc1ccc2c(c1)OCO2 (stereo not given),nt,-7%,10µM*,-6%,?,-8%[2.3 µM],2%,-0.6%,10%,nt,-30%
CC(Cc1ccccc1)C(=O)NCCO (stereo not given),nt,3%,10%,nt,-7%,2%,11%,-1.2%,-6%,nt,-7%
Cc1ccc(S(=O)(=O)N2CCN(C(=O)C3Cc4ccccc4CN3C(=O)c3ccco3)CC2)cc1 (stereo not given),i,-2%,-5%,2%,-8%,-2%,-13%,-0.1%[57.5 µM],-8%,?,2%
CCN(CC)c1ncnc2sc(C(=O)N3CCN(c4ccccc4)CC3)c(C)c12,i,2%,-6%,0%,1%,-3%,-14%,-1.1%,13%,i,2%
O=C(NCCC1=CCCCC1)c1ccc(F)c(S(=O)(=O)N2CCOCC2)c1,i,-5%,33%,-1%,6%,-5%,-5%,-1.6%,-1%,?,2%
COc1ccccc1C[C@@H](Cc1nc2ccccc2[nH]1)c1nc2ccccc2[nH]1,i,-4%,44%,2%[11.4 µM],7%,1%,nt,nt,-10%,i,nt
O=C(CCCn1c(=S)[nH]c2cc3c(cc2c1=O)OCO3)N1CCN(c2ccc(F)cc2)CC1,i,-2%,159%,7%,-11%,-7%,-16%,11%[0.369 µM],-4%,i,-12%
COc1ccc(NC(=O)c2cccc(Cn3cc(Br)cn3)c2)cn1,i,4%,15%,-5%,0%,-5%,-17%,0.4%,?,i,-10%
O=C(Nc1ccon1)c1ccccc1Cl,i,-1%,-2%,-2%,4%,-3%,-18%,-1.9%,-3%,i,5%
COC(=O)[C@H]1C[C@@H]1[C@H](NC(=O)OCc1ccccc1)c1ccccc1,nt,-3%,-18%,nt,3%,3%,1%,0.3%,14%,nt,nt
O=C(CSc1ncccc1C(=O)O)c1ccccc1,nt,2%,9%,-1%,0%,0%,7%,1.4%[9.22 µM],-2%,nt,2%
CCOc1cc(C(=O)N2CCc3cc(OC)c(OC)cc3C2)ccc1OC(F)F,i,-4%,-9%,0%,-1%,0%,-19%,-0.8%,-7%,i,-7%
CCC1CCCCN1C(=O)CSc1nc(N)c(NC(=O)c2ccc(OC)c(OC)c2)c(=O)[nH]1 (stereo not given),nt,-1%,i,-9%,34%[activator],16%,nt,-0.7%,?,nt,-25%
CC(=O)c1cccc(NC(=O)c2cc(-n3cnnc3)ccc2Cl)c1,i,0%,-9%,1%,1%,-1%,-22%,2.2%,-12%,?,6%
COc1ccc(N(CC(=O)Nc2nc3ccc(C)cc3s2)S(=O)(=O)c2c(C)nn(C)c2C)cc1,nt,6%,54%,-7%,-2%,-11%,-19%,-1.2%,11%,nt,-7%
COc1ccc(CCNC(=O)C2=COCCO2)cc1,i,-14%,-7%,-3%,-1%,-3%,4%,-8.9%,?,i,8%
Nc1ccc(C(=O)O)c(O)c1,i,nt,nt,-23%&0%[25.5 µM],nt,nt,39%&10%,nt,nt,i,0%&-1%
Cc1ccc(OCc2nnc(SCC(=O)CC(=O)Nc3ccccc3)o2)cc1,i,-4%,29%,1%,-29%,0%,-25%,nt,-5%,i,?

A portion of the library; rates above refer to the full screens.
